EBV LMP1 NFkB – EBV LMP1-driven NF-kappaB luciferase reporter inhibitors, primary screen, cell-based, luminescence, single point; LMP1-induced NF-kappaB luciferase reporter cells; inhibition, % at 12.5 µM; 0.69% of 350,000 active; in the data active = inhibition above about 41%; inconclusive = no clear call, values can overlap the other calls;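 note: 0% = neutral control wells and 100% = reference inhibitor control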
Vif imaging – HIV Vif self-association inhibitors, primary screen, imaging, HEK293T, single point. HEK293T cells, Vif self-association by quenched fluorescence, 24 h. inhibition, % at 7.49 µM. 0.35% of 340,000 active. AID 602346, 2012; in the data active = inhibition above about 50%, passing the limit was not always enough; inconclusive = no clear call, values can overlap the other calls; inactive = below about 31%; note: some results filed as inactive read as strong as hits
TRAIL sens C8 – viability loss with TRAIL in NB7+C8 cells, primary screen, TRAIL sensitizer project, cell-based, ATPlite luminescence. inhibition (viability loss, TRAIL sensitization), % at 10 µM. 1% of 360,000 active;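 active = compounds causing at least 50% loss of cell viability in the single-dose screen, relative to plate controls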
NCOA3 inh – SRC3 coactivator transcriptional activity inhibitors, primary screen, cell-based, luminescence; 0.17% of 360,000 active; inhibition, % at 3.6 µM; AID 588352, 2011; Nuclear receptor coactivator 3 (Homo sapiens), Q9Y6Q9; HEK293 GAL4-SRC3 luciferase reporter;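 active = inhibition above a per-campaign cutoff, the mean of all compounds plus 3 SD, cut at about 60% in these data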;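 note: 0% = DMSO-treated cells and 100% = gossypol-treated cells at 36 µM; higher means less SRC3-driven luciferase light from the GAL4 reporter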
NR5A2 inv ag – LRH-1 (NR5A2) inverse agonists, primary screen, cell-based, luminescence, HEK293T, StAR-luciferase reporter; 0.13% of 360,000 active; AID 602396, 2012; LRH-1 transfected, 24 h; inhibition, % at 3.6 µM; Nuclear receptor subfamily 5 group A member 2 (Homo sapiens), O00482;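 active = inhibition above the mean inhibition of all tested compounds plus 3 SD, cut at about 73% in these data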;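 note: 0% = DMSO wells and 100% = reporter-only cells lacking LRH-1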
TLR9-MyD88 inh – inhibitors of TLR9-MyD88 association in cells, primary screen, cell-based, CHO, BLA complementation, fluorescence | Toll-like receptor 9 (Homo sapiens) + Myeloid differentiation primary response protein … | CCF4 FRET ratio | inhibition, % at 4.98 µM | 0.21% of 340,000 active | AID 504734, 2011;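 active = inhibition above the mean over all tested compounds plus 3 SD, cut at about 21% in these data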;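 note: 0% = DMSO only wells and 100% = clavulanate BLA inhibitor control wells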
NOD2-RIPK2 inh – NOD2-RIPK2 binding disruptors in cells, primary screen, fluorescence, CHO cells, BLA complementation; Receptor-interacting serine/threonine-protein kinase 2 (Homo sapiens), O43353; CCF4 ratio; inhibition, % at 4.98 µM; 0.38% of 360,000 active; AID 624267, 2012; in the data active = inhibition above about 21%;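 note: 0% = vehicle only and 100% = reference blocker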
Target sequence (O43353 whole entry, looked up): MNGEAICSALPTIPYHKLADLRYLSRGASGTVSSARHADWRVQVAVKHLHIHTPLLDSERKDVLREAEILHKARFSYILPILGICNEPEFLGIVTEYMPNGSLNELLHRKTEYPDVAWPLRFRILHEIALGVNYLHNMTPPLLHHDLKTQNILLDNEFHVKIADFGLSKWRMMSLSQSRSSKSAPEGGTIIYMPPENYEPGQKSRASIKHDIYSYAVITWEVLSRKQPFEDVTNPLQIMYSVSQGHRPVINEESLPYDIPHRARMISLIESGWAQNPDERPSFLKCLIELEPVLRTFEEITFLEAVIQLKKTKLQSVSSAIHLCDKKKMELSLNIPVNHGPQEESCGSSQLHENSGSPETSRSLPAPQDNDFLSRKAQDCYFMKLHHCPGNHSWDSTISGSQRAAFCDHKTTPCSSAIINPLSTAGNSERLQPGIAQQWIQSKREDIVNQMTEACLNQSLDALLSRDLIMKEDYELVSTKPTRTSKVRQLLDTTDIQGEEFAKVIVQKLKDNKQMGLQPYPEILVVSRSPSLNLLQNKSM
NCOA2 inhibitor – inhibition of GAL4-SRC2 driven luciferase reporter, primary screen, SRC2 inhibitor project, cell-based, luminescence; Nuclear receptor coactivator 2 (Homo sapiens), Q15596; inhibition, % at 9 µM; AID 651957, 2012; 0.17% of 370,000 active; HEK293 GAL4-SRC2 luciferase reporter;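 active = inhibition above the mean inhibition of all tested compounds plus 3 SD, set per campaign, cut at about 52% in these data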;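 note: 0% = DMSO treated cells and 100% = cells given Gossypol at 36 µM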
SRC1 inh – SRC1 coactivator transcriptional activity inhibitors, primary screen, cell-based, luminescence. Nuclear receptor coactivator 1 (Homo sapiens), Q15788. HEK293 GAL4-SRC1 luciferase reporter. inhibition, % at 3.6 µM. 0.12% of 360,000 active. AID 588354, 2011;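 active = inhibition above the campaign mean plus 3 SD, with each screening campaign given its own cutoff, cut at about 60% in these data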;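 note: 0% = DMSO treated cells and 100% = gossypol at 36 µM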
TROY NFkB inh – inhibitors of TROY-driven NF-kB signaling, primary screen, Q293 LMP1-TROYcd cells, NF-kB luciferase, uHTS | Q293 LMP1-TROYcd NF-kB luciferase reporter, 4 h | inhibition, % at 10 µM | 0.98% of 360,000 active | AID 1347056, 2019;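 active = compounds whose plate-normalised and pattern-corrected inhibition of the luciferase reporter signal at the single screening dose is 50% or more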
COUP-TFII inh – NR2F2 transcriptional activity inhibitors, primary screen, cell-based, luciferase reporter, HEK293T, luminescence | COUP transcription factor 2 (Homo sapiens), P24468 | HEK293T NGFI-A luciferase reporter | inhibition, % at 8.6 µM | 0.7% of 370,000 active | AID 686940, 2013;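 active = inhibition above a per-plate cutoff, mean inhibition of test wells between control levels plus 3 SD, cut at about 38% in these data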;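 note: cells cotransfected with COUP-TFII expression vector driving the NGFI-A reporter; 0% = median of COUP-TF2 test wells and 100% = reporter-only cells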
The depositor's hits bear a star; ? = inconclusive; / = not tested or not shown; & = joins results of further samples. Some of the compounds tested; the hit share may differ from the screen's.

Preview, nine compounds:
Abbreviations – A = EBV LMP1 NFkB; B = Vif imaging; C = TRAIL sens C8; D = NCOA3 inh; E = NR5A2 inv ag; F = TLR9-MyD88 inh; G = NOD2-RIPK2 inh; H = NCOA2 inhibitor; I = SRC1 inh; J = TROY NFkB inh; K = COUP-TFII inh
1) COCC(=O)N/N=C\c1ccccc1OC/C=C/c1ccccc1
  A = -42	B = -8	C = 29	D = -45	E = -62	F = 7	G = -8	H = -85	I = -67	J = -22	K = -15

2) COc1ccc(CCNC(=O)c2cccc(S(=O)(=O)NC(C)c3ccccc3)c2)cc1 (centres undefined)
  A = 5	B = 3	C = -6	D = 20	E = 10	F = -1	G = -9	H = -17	I = -20	J = 11	K = -6

3) NC(=O)CCN(C(=O)c1cccc(S(=O)(=O)N2CCc3ccccc32)c1)c1ccccc1
  A = -3	B = -3	C = -1	D = 12	E = 2	F = 2	G = -7	H = 4	I = 1	J = 7	K = 2

4) Cc1occc1C(=O)N/N=C/C1=C(N2CCOCC2)C(=C\c2ccc(Cl)cc2Cl)/CC1
  A = -9	B = -13	C = -1	D = -20	E = -24	F = 2	G = -12	H = -33	I = -53	J = -37	K = -10

5) O=C(CSc1cn[nH]n1)Nc1cccc(C(=O)O)c1
  A = 0	B = 7	C = 10	D = -4	E = -15	F = 2	G = 0	H = -14	I = 14	J = 7	K = -9

6) CCN(CC)S(=O)(=O)c1ccc(F)cc1
  A = 4	B = 11	C = -14	D = -2	E = -12	F = 1	G = 0	H = 24	I = -18	J = 8	K = 2

7) Cc1ccc(Nc2nnc(SC3CCOC3=O)s2)c(C)c1 (centres undefined)
  A = -10	B = -11	C = -1	D = 0	E = -10	F = 4	G = -10	H = -5	I = -10	J = -22	K = 7

8) COc1ccccc1CC(NC(C)=O)C(=O)NC1CCN(C(=O)c2ccc([N+](=O)[O-])cc2)CC1 (centres undefined)
  A = -4	B = 2	C = -5	D = 5	E = 6	F = -12	G = -5	H = 11	I = -9	J = -2	K = -14

9) CC(=O)NCCCc1nc2ccccc2n1Cc1ccc(C)cc1
  A = 5	B = -8	C = -6	D = 5	E = -3	F = 7	G = -5	H = -11	I = -8	J = 5	K = -12

All compounds of this part (from the top)
Abbreviations – A = EBV LMP1 NFkB; B = Vif imaging; C = TRAIL sens C8; D = NCOA3 inh; E = NR5A2 inv ag; F = TLR9-MyD88 inh; G = NOD2-RIPK2 inh; H = NCOA2 inhibitor; I = SRC1 inh; J = TROY NFkB inh; K = COUP-TFII inh
1) COCC(=O)N/N=C\c1ccccc1OC/C=C/c1ccccc1
  A = -42	B = -8	C = 29	D = -45	E = -62	F = 7	G = -8	H = -85	I = -67	J = -22	K = -15

2) COc1ccc(CCNC(=O)c2cccc(S(=O)(=O)NC(C)c3ccccc3)c2)cc1 (centres undefined)
  A = 5	B = 3	C = -6	D = 20	E = 10	F = -1	G = -9	H = -17	I = -20	J = 11	K = -6

3) NC(=O)CCN(C(=O)c1cccc(S(=O)(=O)N2CCc3ccccc32)c1)c1ccccc1
  A = -3	B = -3	C = -1	D = 12	E = 2	F = 2	G = -7	H = 4	I = 1	J = 7	K = 2

4) Cc1occc1C(=O)N/N=C/C1=C(N2CCOCC2)C(=C\c2ccc(Cl)cc2Cl)/CC1
  A = -9	B = -13	C = -1	D = -20	E = -24	F = 2	G = -12	H = -33	I = -53	J = -37	K = -10

5) O=C(CSc1cn[nH]n1)Nc1cccc(C(=O)O)c1
  A = 0	B = 7	C = 10	D = -4	E = -15	F = 2	G = 0	H = -14	I = 14	J = 7	K = -9

6) CCN(CC)S(=O)(=O)c1ccc(F)cc1
  A = 4	B = 11	C = -14	D = -2	E = -12	F = 1	G = 0	H = 24	I = -18	J = 8	K = 2

7) Cc1ccc(Nc2nnc(SC3CCOC3=O)s2)c(C)c1 (centres undefined)
  A = -10	B = -11	C = -1	D = 0	E = -10	F = 4	G = -10	H = -5	I = -10	J = -22	K = 7

8) COc1ccccc1CC(NC(C)=O)C(=O)NC1CCN(C(=O)c2ccc([N+](=O)[O-])cc2)CC1 (centres undefined)
  A = -4	B = 2	C = -5	D = 5	E = 6	F = -12	G = -5	H = 11	I = -9	J = -2	K = -14

9) CC(=O)NCCCc1nc2ccccc2n1Cc1ccc(C)cc1
  A = 5	B = -8	C = -6	D = 5	E = -3	F = 7	G = -5	H = -11	I = -8	J = 5	K = -12

10) Cc1ccc(S(=O)(=O)Nc2cccc(C(=O)N3CCN(c4ccccc4O)CC3)c2)cc1F
  A = -7	B = ?	C = 18	D = 9	E = -5	F = 2	G = 0	H = 18	I = -13	J = 15	K = 5

11) O=C(c1ccc(NS(=O)(=O)c2cccc(F)c2)cc1)N1CCCC1
  A = -2	B = -4	C = -17	D = 8	E = 7	F = 0	G = 0	H = -6	I = 4	J = 1	K = -1

12) CCC(C(=O)Nc1ccccc1OC)n1c(C(=O)OC)cc2ccsc21 (centres undefined)
  A = -17	B = /	C = -14	D = 2	E = 18	F = -6	G = -7	H = 0	I = 5	J = 8	K = 0

13) Cc1ccc(CNC(=O)C2CCCN(c3cnccn3)C2)cc1 (centres undefined)
  A = -3	B = -3	C = -18	D = 5	E = 6	F = 0	G = -2	H = 5	I = 16	J = -15	K = 0

14) COc1cccc(CNC(=O)C(C)n2ccc3cc(S(=O)(=O)N4CCCCCC4)ccc32)c1 (centres undefined)
  A = 8	B = -19	C = 3	D = -13	E = 8	F = -16	G = -2	H = 13	I = -2	J = -4	K = -1

15) Cc1cc(C)c2nc(NC(=O)c3cccc(S(=O)(=O)N4CCc5ccccc54)c3)sc2c1
  A = -12	B = 6	C = -1	D = 10	E = 14	F = -5	G = -7	H = 17&3	I = -15	J = 2	K = -20&-22

16) CCc1nnc(NC(=O)CCC(=O)N2CCN(c3cc(Cl)ccc3C)CC2)s1
  A = 0	B = -3	C = 6	D = 3	E = 8	F = -2	G = 0	H = -10	I = 16	J = 11	K = -6

17) Cc1cc(NCCN2CCOCC2)c2ccc3ccccc3c2n1
  A = -17	B = 1	C = 9	D = -2	E = 6	F = 7	G = -4	H = -80	I = -13	J = -78	K = -17

18) CC(=O)Nc1ccc(S(=O)(=O)NC2=NCN(c3ccc([N+](=O)[O-])cc3)CN2)cc1
  A = -4	B = 1	C = 1	D = 3	E = -4	F = -6	G = -10	H = -18	I = 10	J = -7	K = 16

19) CS(=O)(=O)N1CCN(c2ccnc3cc(Cl)ccc23)CC1
  A = 7	B = 0	C = -9	D = 13	E = 8	F = -3	G = -6	H = -28	I = -2	J = 21	K = -6

20) CCOc1cc(NC(=S)NCC2CCCO2)c(OCC)cc1NC(=O)c1ccccc1C (centres undefined)
  A = 0	B = 0	C = -13	D = 2	E = 2	F = -8	G = -2	H = -2	I = -11	J = 0	K = 6

21) COc1cc2ccccc2cc1C(=O)N(CCN(C)C)c1nc2c(F)cc(F)cc2s1
  A = -2	B = -3	C = -5	D = -1	E = 5	F = -11	G = -1	H = -48	I = 7	J = -18	K = -1

22) CCCCCn1c(=O)[nH]c2cc(C(=O)N3CCN(c4ccccc4F)CC3)ccc2c1=O
  A = 7	B = 2	C = -8	D = -11	E = -13	F = 0	G = -3	H = -27	I = 11	J = 15	K = 0

23) CN(C1CCCCC1)S(=O)(=O)c1ccc(NC(=O)CCC(=O)O)cc1
  A = 3	B = 4	C = -20	D = -10	E = 5	F = 0	G = -2	H = -10	I = -14	J = -8	K = -1

24) COCCN1C(=O)CCC1(C)C(=O)NC(C)(C)C (centres undefined)
  A = /	B = /	C = 8	D = -30	E = -25	F = /	G = -12	H = -15	I = 12	J = 5	K = -5

Compound activity: PubChem BioAssay, several laboratories
